High-throughput results from PubChem.
RXFP1 ag: qHTS Assay for Agonists of the Relaxin Receptor RXFP1; Relaxin receptor 1 (Homo sapiens), Q9HBX9; HEK293T-RXFP1 cAMP TR-FRET, 30 min; response scale: percent of porcine relaxin response, buffer zero; Potency, µM (highest dose often 57.5 µM), for inactives: top-dose activation, most hits filed as activators; actives 0.3% (n = 370,000); AID 2676, 2010; also: potency is read from the fitted curve at half-maximal effect; % is scaled to controls: 0 for no effect and ±100 for the full control effect; nearly all actives have a fitted effect of over 60% in size; many of its hits are not listed in these tables
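cAMP rise read by TR-FRET after 30 min, 37C compound exposure (up to 58 uM) in RXFP1-transfected HEK293 cells with Ro 20174 present. EC50 from Hill-equation fits, with 29 nM porcine relaxin as 100% and buffer as basal.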
TrxR1 substrate: qHTS Assay for Substrates of Mammalian Selenoprotein Thioredoxin Reductase 1 (TrxR1): qHTS | Thioredoxin reductase 1, cytoplasmic (Rattus norvegicus), O89049 | purified TrxR1 substrate turnover, NADPH consumption readout | Potency, µM (doses to about 114 µM), inactives show at the top dose activity change, negative = substrate turnover | actives 0.01% (n = 390,000); also: potency is read from the fitted curve at half-maximal effect; % is scaled to controls: 0 for no effect and ±100 for the full control effect; nearly all actives have a fitted effect of over 50% in size
Target sequence (O89049 whole entry, looked up): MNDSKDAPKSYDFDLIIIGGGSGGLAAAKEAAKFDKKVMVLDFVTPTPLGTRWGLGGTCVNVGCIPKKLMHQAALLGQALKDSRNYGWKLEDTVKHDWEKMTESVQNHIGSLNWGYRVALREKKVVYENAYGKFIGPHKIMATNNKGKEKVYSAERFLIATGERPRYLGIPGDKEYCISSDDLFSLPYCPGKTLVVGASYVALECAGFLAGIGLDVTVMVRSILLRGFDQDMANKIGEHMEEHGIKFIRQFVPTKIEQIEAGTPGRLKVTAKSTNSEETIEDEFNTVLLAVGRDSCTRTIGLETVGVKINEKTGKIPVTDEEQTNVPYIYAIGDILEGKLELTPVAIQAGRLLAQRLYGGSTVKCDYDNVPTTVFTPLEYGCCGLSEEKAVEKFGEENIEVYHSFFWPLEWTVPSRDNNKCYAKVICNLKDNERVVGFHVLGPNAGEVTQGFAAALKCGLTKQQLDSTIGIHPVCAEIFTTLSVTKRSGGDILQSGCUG
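Rat TrxR1, dispensed at 90 nM, was prereduced with 400 uM NADPH (final) for 5 min at ~22 deg C, then incubated with compound 15 min before 400 uM selenite. A first-read NADPH fluorescence drop versus no-compound background flagged substrates.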
PI4K2A inh: qHTS for small molecular inhibitors of PI4K2A | Phosphatidylinositol 4-kinase type 2-alpha (Homo sapiens), Q9BTU6 | purified PI4K2A, ADP-Glo luminescence, 1 h; stronger effect = lower value | activity change, negative = inhibition, % at 76.9 µM | actives 0.13% (n = 420,000) | AID 1346378, 2018; in the data active = activity change below about -50%; inconclusive = mostly about -30% to -49%;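 also: -100% = wells without enzyme as full effect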
Target sequence (Q9BTU6 whole entry, looked up): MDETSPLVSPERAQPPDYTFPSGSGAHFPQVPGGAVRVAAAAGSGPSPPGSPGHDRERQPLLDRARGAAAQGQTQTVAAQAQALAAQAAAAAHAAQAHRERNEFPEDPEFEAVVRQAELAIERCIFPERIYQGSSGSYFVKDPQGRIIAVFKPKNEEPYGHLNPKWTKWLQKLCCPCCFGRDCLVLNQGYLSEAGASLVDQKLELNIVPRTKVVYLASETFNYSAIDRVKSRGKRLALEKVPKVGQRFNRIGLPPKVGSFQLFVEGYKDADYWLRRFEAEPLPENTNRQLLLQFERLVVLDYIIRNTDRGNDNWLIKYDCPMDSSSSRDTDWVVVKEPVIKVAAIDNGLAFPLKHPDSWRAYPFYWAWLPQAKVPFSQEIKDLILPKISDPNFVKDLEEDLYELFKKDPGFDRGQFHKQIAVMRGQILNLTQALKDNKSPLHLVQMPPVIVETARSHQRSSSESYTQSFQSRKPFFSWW
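Compounds are screened against recombinant PI4K2A using PI as substrate and ATP, the latter dispensed at 300 microM. Reactions run one hour at ambient temperature before ADP-Glo detection; full inhibition defined by wells lacking enzyme.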
Vif-A3G inh: qHTS for Inhibitors of Vif-A3G Interactions: qHTS | actives 0.076% (n = 410,000) | DNA dC->dU-editing enzyme APOBEC-3G (Homo sapiens), Q9HC16 | Potency, µM (highest dose often 46.1 µM), for inactives: at the top dose activity, negative = active, hits mostly inhibitors | HeLa A3G-eYFP + Vif (tagged APOBEC3G with the HIV-1 protein that degrades it), YFP fluorescence, overnight | AID 602310, 2012;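 also: potency is read from the fitted curve at half-maximal effect; % is scaled to controls: 0 for no effect and ±100 for the full control effect; nearly all actives have a fitted effect of over 60% in size; hits raise eYFP signal because A3G escapes Vif-driven loss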
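Read-out is eYFP fluorescence (Ex 488/Em 500-530) from Vif-expressing HeLa A3G-eYFP cells; more signal means A3G escaped Vif-mediated degradation. Cells plated overnight, compound pinned in, incubated overnight at 37 deg C.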
USP1 inh: Inhibitors of USP1/UAF1: Primary Screen | Ubiquitin carboxyl-terminal hydrolase 1 (Homo sapiens), O94782 | recombinant USP1/UAF1, Ub-Rhodamine cleavage fluorescence | Potency, µM (series often up to 57.1 µM), for the others: top-dose activity change, negative = inhibition, usual class: inhibitors | actives 0.23% (n = 390,000); also: potency is read from the fitted curve at half-maximal effect; % is scaled to controls: 0 for no effect and ±100 for the full control effect; nearly all actives have a fitted effect of over 60% in size; inactives centre near -12
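USP1/UAF1 complex at 1 nM was preincubated with compound for 15 min at room temperature, then Ub-Rho substrate (150nM final) was added. Fluorescence (480/540 nm) was read kinetically, 6 reads every 60 seconds.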
GRP78 ERSR act: qHTS for Inducers of the Endoplasmic Reticulum Stress Response (ERSR) in Human Glioma: qHTS; AID 602332, 2012; U87-MG GRP78 promoter luciferase reporter, 16 h; Potency, µM, inactives show at the top dose activation, most hits filed as activators; actives 0.02% (n = 420,000); also: potency is read from the fitted curve at half-maximal effect; series mostly up to about 76 µM; % of control where 0% means no effect; nearly all actives have a fitted effect of over 35% in size
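Stably transfected U87-MG glioma cells carrying a GRP78-based luciferase sensor; 16 h compound incubation. Luminescence end-point read 10 min after Bright-Glo addition at room temperature.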
LDHA block: qHTS assay for inhibitors of human lactate dehydrogenase | L-lactate dehydrogenase A chain (Homo sapiens), P00338 | purified LDHA, NADH/diaphorase-resazurin fluorescence; stronger effect = lower value | activity change, % (values are at about 110 or 230 µM) | actives 0.15% (n = 480,000); in the data active = activity change below about -30%; inconclusive = mostly about -25% to -30%;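 also: plate controls were DMSO wells for no effect and wells without enzyme for full effect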
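Human LDH5 at 2 nM final in Tris HCl pH 7.4 with 0.06 mM NADH and 0.2 mM pyruvate, reacted 5 minutes at room temperature. Remaining NADH coupled via diaphorase/resazurin; resorufin fluorescence read at 0 and 20 minutes, normalized to enzyme-free and DMSO wells.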
mIDH1 inhibitor: qHTS for Inhibitors of mutant isocitrate dehydrogenase 1 (IDH1): qHTS. Isocitrate dehydrogenase [NADP] cytoplasmic (Homo sapiens), O75874. IDH1-R132H enzyme, NADPH consumption, diaphorase/resazurin fluorescence. Potency, µM (series often up to 76.6 µM), for inactives: at the highest dose activity change, negative = inhibition, most hits filed as inhibitors. actives 0.093% (n = 390,000). AID 602179, 2012; also: potency is read from the fitted curve at half-maximal effect; % is scaled to controls: 0 for no effect and ±100 for the full control effect; nearly all actives have a fitted effect of over 65% in size
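IDH1-R132H (0.5 ug/mL dispensed) in pH 7.5 Tris buffer was preincubated 30 min with compound, then given a substrate mix of 0.016 mM NADPH and 2 mM alpha-KG for 80 min at room temperature; remaining NADPH was read by diaphorase/resazurin fluorescence.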
Vif-A3F inh: qHTS for Inhibitors of Vif-A3F Interactions: qHTS; HeLa A3F-eYFP + Vif (tagged APOBEC3F with the HIV-1 protein that degrades it), YFP fluorescence increase; Potency, µM (doses to about 46.1 µM), for the others: top-dose activity, negative = active; actives 0.2% (n = 390,000); also: potency is read from the fitted curve at half-maximal effect; % of control where 0% means no effect; nearly all actives have a fitted effect of over 65% in size
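HeLa cells stably expressing Vif plus C-terminally eYFP-tagged A3F were seeded, incubated overnight at 37 deg C, dosed with compound, incubated overnight again at 37 deg C. Yellow fluorescence (Ex 488/Em 500-530) reported blocked Vif-mediated A3F-eYFP degradation.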
The depositor's hits bear a star; ? = inconclusive; · = not tested or not shown; & = joins results of further samples; [ ] = remark or other dose. Unless noted, calls follow the shape of the dose curve; as a rule, active = well fitted curve in the direction sought with a large enough effect; inconclusive = small, poorly fitted or top-dose-only effect, or another doubt; inactive = no such curve, though single readings can be large; an effect the other way counts as inactive or inconclusive. Not all compounds are listed (hit frequency here may not be typical).

SMILES	RXFP1 ag	TrxR1 substrate	PI4K2A inh	Vif-A3G inh	USP1 inh	GRP78 ERSR act	LDHA block	mIDH1 inhibitor	Vif-A3F inh
Cc1cc2oc(C(=O)Nc3c(C)n(C)n(-c4ccccc4)c3=O)c(C)c2cc1Cl	2.6%	-7%	2	-8%	-5%	-3%	2&-1	2%	2%
COc1ccc(OC)c(NC(=O)CSc2nnc(CNc3ccc(F)cc3)o2)c1	1.6%	6%[57.1 µM]	1	0%	-12%	-2%	-1	2%	3%
COc1cc(/C=N\Nc2cc(=O)n(C)c(=O)n2C)ccc1O	0.1%	-10%[57.1 µM]	-19	-5%	-19%	-4%	11	7%	-10%
O=C1CC(=O)Nc2cc(S(=O)(=O)N3CCN(c4ccc([N+](=O)[O-])cc4)CC3)ccc2N1	-3.8%	-1%	-1	-6%	-13%	-2%	-1	6%	-7%
CC(=O)Nc1ccc(NS(=O)(=O)c2ccc3[nH]c4c(c3c2)CCCCC4)cc1	-2.0%	3%	-1	-5%	-20%	2%	1	?	4%
S=C(NCc1ccco1)Nc1ccccn1	-0.7%	2%	1	6%	-18%	2%	-6	9%	?
O=C(O)c1ccc(CN2C(=O)CSC2=S)cc1	-0.8%	-7%	1	1%	-25%	0%	27	-5%	-6%
COC(=O)c1c(NC(=O)Cc2coc3cc(C)cc(C)c23)sc2c1CCC2	-1.3%	15%	-2	0%	-23%	-4%	-8	37%[activator]	0%
c1ccc(C2CCC(N3CCNCC3)CC2)cc1 (configuration not stated)	-5.1%	1%	0	0%	-16%	-6%	-1	2%	5%
Cc1ccc(C)c(COC(=O)c2cccc(S(=O)(=O)N3CCCC3)c2)c1	0.2%	-5%	3	2%	-4%	-3%	-3	-1%	-22%
O=S(=O)(c1ccc(F)cc1)N1CCN(S(=O)(=O)c2cc(F)ccc2F)CC1	-0.2%	7%[57.1 µM]	-4	1%	-18%	-5%	-5	3%	2%
CC(C)CC(=O)c1c[nH]c(C(=O)NCc2cccs2)c1	1.0%	-11%	10	0%	-2%	-9%	-3	7%	-3%
CCOCCCNC(=O)C(NC(=O)CNC(C)=O)c1ccc(Cl)cc1 (configuration not stated)	-0.3%	6%	-4	0%	-10%	-1%	-7	2%	-1%
COc1ccccc1C(=O)NNC(=O)C(=O)Nc1ccc(C)cc1	2.1%	-8%	-2	0%	-6%	-1%	-1	-5%	2%
O=C(COC(=O)Cc1ccsc1)Nc1ccc(Cl)cc1F	·	-2%	8	1%	-12%	-3%	-2&10	7%	3%
O=C(N/N=C/c1ccncc1)c1nn(Cc2ccccc2)c(=O)c2ccccc12	-0.4%	15%[57.1 µM]	-4	0%	-18%	0%	-4	2%	-2%
COc1c2ccc(C(=O)NCCCCc3ccccc3)cc2nn1C	1.8%	35%[activator]	3	-1%	-14%	-3%	-1	-1%	2%
COc1ccc2cc(CCNS(=O)(=O)c3ccc(C)cc3)c(=O)[nH]c2c1	2.3%	-8%	1	2%	-30%	-2%	0	-8%	5%
Cc1onc(-c2ccccc2)c1C(=O)NCc1cccs1	1.3%	-8%	7	1%	-5%	-3%	-13	2%	1%
O=C(NCC(=O)N1CCN(c2ccc([N+](=O)[O-])cc2)CC1)c1ccco1	·	-12%	-10	0%	-10%	-5%	0	-4%	2%
C[C@H](NC(=O)OC(C)(C)C)c1nnc(SCc2ccc(Cl)cc2Cl)o1	-1.2%	-6%	-4	-1%	-24%	-3%	-1	2%	5%
CCOc1ccc2nc(NC(=O)C3=NN(c4ccccc4)C(=O)CC3)sc2c1	1.5%	-16%	-2	-2%	-9%	3%	-2	-12%	0%
CCOC(=O)NC(Nc1ccc(S(N)(=O)=O)cc1)(C(=O)OCC)C(F)(F)F (configuration not stated)	0.9%	8%	-1	0%	8%	-8%	-2	-2%	-7%
CCCN1CCc2c(sc(NC(=O)CCS(=O)(=O)c3ccccc3)c2C(N)=O)C1	-0.6%	4%	-7	0%	-4%	-4%	-2	10%	1%
COc1ccc(CNS(=O)(=O)c2ccccc2Br)cc1	1.0%	-2%	·	3%	·	5%	·	·	·
COc1ccccc1CN1C(=O)C(=O)c2cccc(C)c21	-1.8%	5%	5	-1%	-13%	-3%	-3	2%	-18%
O=C(c1cccc([N+](=O)[O-])c1)N1CCN(Cc2ccc3c(c2)OCO3)CC1	-1.7%	6%[57.1 µM]	-69*	2%	-20%	2%	-4	4%	9%
COc1ccc(S(=O)(=O)NCC(c2cccs2)S(=O)(=O)c2ccc(C)cc2)cc1F (configuration not stated)	-0.7%	0%[57.1 µM]	-3	10%	-7%	-1%	-2	-8%	5%
CC12CC3CC(C)(C1)CC(C(O)CN1CCOCC1)(C3)C2 (configuration not stated)	-2.8%	-1%	-3	-4%	1%	-4%	-2	2%	-6%
CN(C)c1ccc(/C=C/c2c(F)cnc3ccccc23)cc1	·	-1%	·	?	·	4%	0	·	·
CC[C@@]12C(=O)N(c3ccccc3)C(=O)N1[C@H](c1cccc(C)c1)[C@@H]1C(=O)N(Cc3ccccc3)C(=O)[C@@H]12	2.4%	1%[57.1 µM]	-2	-9%	-13%	-2%	0	0%	3%
O=C(CSc1nnc2ccccn12)Nc1cccc(-c2nc3ccccc3s2)c1	8.1%	14%[57.1 µM]	-3	-9%	-17%	-2%	-12	4%	-2%
COc1ccc(/C=C/C(=O)OCC(=O)c2c(C)[nH]c3ccccc23)cc1OC	3.7%	-8%	-3	1%	-5%	-5%	-3	-2%	2%
COc1ccccc1-n1nnnc1SCC(=O)Nc1ccccn1	-1.6%	-2%[57.1 µM]	-1	2%	-9%	-3%	-2	1%	6%
COc1ccc(NC(=O)CNCc2ccc(Cl)cc2)cc1S(=O)(=O)N1CCOCC1	·	2%	8	-9%	-23%	3%	?	-16%	3%
COC(=O)c1ccc(C)c(NC(=O)CCCN2C(=O)NC(C)(C)C2=O)c1	-0.1%	2%	4	1%	-8%	-2%	-10	12%	-3%
CCOc1ccccc1/C=N/NC(=O)c1cc(C(C)C)[nH]n1	-0.6%	-10%	0	0%	-11%	3%	-6	7%	10%
CCOc1ccc(CNS(=O)(=O)c2cccs2)cc1OCC	-0.7%	1%	1	1%	-22%	1%	0	6%	6%
Cc1sc2ncn3ncnc3c2c1C	4.5%	-13%	-3	2%	-4%	-6%	0	16%	·
COc1ccc(Cl)cc1C(=O)NNC(=O)c1ccncc1	1.1%	-3%	0	1%	-22%	2%	0	9%	1%
O=C(NCCCN1CCCC1=O)c1cc(S(=O)(=O)N2CCOCC2)c(Cl)cc1Cl	2.3%	-2%[57.1 µM]	0	1%	-8%	-2%	0	-12%	-20%
Cn1nnc(NC(=O)c2ccc(C(C)(C)C)cc2)n1	-2.4%	8%[57.1 µM]	1	0%	-19%	-2%	4	-1%	-3%
CCOC(=O)c1nnn(-c2nonc2-n2cccc2)c1-c1cccc([N+](=O)[O-])c1	1.9%	16%[57.1 µM]	-4	-5%	-31%	-5%	-4	10%	-7%
O=C(c1ccc2c(c1)N(Cc1ccc(Cl)cc1)C(=O)c1ccccc1S2(=O)=O)N1CCCC1	0.2%	-7%	5	-1%	-17%	0%	-10	-12%	7%
CC(=O)c1ccc(NC(=O)Nc2ccc(Br)cc2C)cc1	6.2%	-12%	0	-7%	-1%	0%	13&-8	-5%	-3%
COc1cc(C(=O)NNC(=O)CN2C(=O)NC(C)(c3ccc(C)cc3)C2=O)cc(OC)c1OC (configuration not stated)	-0.6%	-14%	1	1%	1%	-4%	1	2%	5%
O=C(NCc1cccs1)c1ccc2sc([C@@H]3O[C@H](CO)[C@H](O)[C@H](O)[C@H]3O)nc2c1	·	·	-2	0%	·	-2%	-3	·	·
COc1ccc(C(=O)Nc2ccc(NC(=O)c3ccccn3)cn2)cc1	7.5%	6%[57.1 µM]	1	-8%	-23%	-1%	0	6%	6%
CC(=O)Nc1ccc(-c2ccnc3c2CC(C)(C(=O)Nc2cccc(Oc4ccccc4)c2)O3)cc1 (configuration not stated)	·	·	2	-19%	·	-5%	-8	·	·
CC1=NN(c2ccccc2)C(=O)/C1=C\C=C1/N(C)c2ccccc2C1(C)C	0.8%	-19%	-9	-5%	?	-4%	-12	6%	-26%
COC(=O)c1cc(C(=O)c2ccc(C(C)(C)C)cc2)c[nH]1	-0.5%	6%[57.1 µM]	-6	-4%	-19%	1%	-8	-1%	-5%
